From PubChem BioAssay
SRC2 inh = inhibition of GAL4-SRC2 driven luciferase reporter, primary screen, SRC2 inhibitor project, cell-based, luminescence. Nuclear receptor coactivator 2 (Homo sapiens), Q15596. HEK293 GAL4-SRC2 luciferase reporter. inhibition, % at 9 µM. 370,000 compounds, 0.17% hits. AID 651957, 2012;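 active means inhibition above the mean inhibition of all tested compounds plus 3 SD, set per campaign, cut at about 52% in these data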;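 further: 0% = DMSO treated cells and 100% = cells given Gossypol at 36 µM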
NR2F2 inh = NR2F2 transcriptional activity inhibitors, primary screen, cell-based, luciferase reporter, HEK293T, luminescence; COUP transcription factor 2 (Homo sapiens), P24468; HEK293T NGFI-A luciferase reporter; inhibition, % at 8.6 µM; 370,000 compounds, 0.7% hits;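 active means inhibition above a per-plate cutoff, mean inhibition of test wells between control levels plus 3 SD, cut at about 38% in these data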;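 further: cells cotransfected with COUP-TFII expression vector driving the NGFI-A reporter; 0% = median of COUP-TF2 test wells and 100% = reporter-only cells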
Exocytosis inh = LAMP-1 surface exposure blockers, TALL-104 cells – cell-based, flow cytometry, MLPCN library, primary screen | TALL-104 LAMP-1 surface exposure; cells stimulated with thapsigargin and PMA | inhibition, % at 10 µM | 360,000 compounds, 0.66% hits | AID 651702, 2012;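 active means inhibition above about 55%, limit read from the data; inconclusive means no clear call, values can overlap the other calls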
NCOA1 inh = SRC1 coactivator transcriptional activity inhibitors, primary screen, cell-based, luminescence. inhibition, % at 3.6 µM. 360,000 compounds, 0.12% hits. Nuclear receptor coactivator 1 (Homo sapiens), Q15788. HEK293 GAL4-SRC1 luciferase reporter;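 active means inhibition above the campaign mean plus 3 SD, with each screening campaign given its own cutoff, cut at about 60% in these data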;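 further: 0% = DMSO treated cells and 100% = gossypol at 36 µM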
TLR9-MyD88 block = inhibitors of TLR9-MyD88 association in cells, primary screen, cell-based, CHO, BLA complementation, fluorescence. Toll-like receptor 9 (Homo sapiens) + Myeloid differentiation primary response protein …. CCF4 FRET ratio. inhibition, % at 4.98 µM. 340,000 compounds, 0.21% hits. AID 504734, 2011;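 active means inhibition above the mean over all tested compounds plus 3 SD, cut at about 21% in these data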;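 further: 0% = DMSO only wells and 100% = clavulanate BLA inhibitor control wells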
LRH-1 inv ag = LRH-1 (NR5A2) inverse agonists, primary screen, cell-based, luminescence, HEK293T, StAR-luciferase reporter; inhibition, % at 3.6 µM; Nuclear receptor subfamily 5 group A member 2 (Homo sapiens), O00482; LRH-1 transfected, 24 h; 360,000 compounds, 0.13% hits;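 active means inhibition above the mean inhibition of all tested compounds plus 3 SD, cut at about 73% in these data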;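 further: 0% = DMSO wells and 100% = reporter-only cells lacking LRH-1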
ABHD5 PLIN5 PPI = ABHD5-PLIN5 interaction inhibitors, primary screen, cell lysate, split luciferase complementation, luminescence. 360,000 compounds, 0.78% hits. Perilipin-5 (Homo sapiens) + 1-acylglycerol-3-phosphate O-acyltransferase ABHD5 (Homo …. inhibition, % at 4 µM. Split G. princeps luciferase complementation, 4 h. AID 602281, 2012;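 active means inhibition above the mean inhibition across every tested compound plus 3 SD, cut at about 22% in these data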;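 further: 0% = DMSO only wells and the 100% control is not disclosed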
Target sequence (Q00G26 whole entry, looked up): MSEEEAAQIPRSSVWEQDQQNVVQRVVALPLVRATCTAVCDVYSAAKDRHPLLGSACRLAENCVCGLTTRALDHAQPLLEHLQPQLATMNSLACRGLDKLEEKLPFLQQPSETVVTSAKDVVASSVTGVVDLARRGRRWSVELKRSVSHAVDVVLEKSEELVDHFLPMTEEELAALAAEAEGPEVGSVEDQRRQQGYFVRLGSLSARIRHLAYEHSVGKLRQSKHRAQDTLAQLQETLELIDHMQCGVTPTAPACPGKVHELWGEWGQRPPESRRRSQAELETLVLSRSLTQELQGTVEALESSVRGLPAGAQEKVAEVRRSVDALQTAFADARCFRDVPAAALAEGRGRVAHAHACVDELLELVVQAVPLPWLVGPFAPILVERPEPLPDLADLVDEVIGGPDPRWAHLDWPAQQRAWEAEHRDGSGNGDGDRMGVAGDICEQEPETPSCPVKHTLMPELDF
Target sequence (Q8WTS1 whole entry, looked up): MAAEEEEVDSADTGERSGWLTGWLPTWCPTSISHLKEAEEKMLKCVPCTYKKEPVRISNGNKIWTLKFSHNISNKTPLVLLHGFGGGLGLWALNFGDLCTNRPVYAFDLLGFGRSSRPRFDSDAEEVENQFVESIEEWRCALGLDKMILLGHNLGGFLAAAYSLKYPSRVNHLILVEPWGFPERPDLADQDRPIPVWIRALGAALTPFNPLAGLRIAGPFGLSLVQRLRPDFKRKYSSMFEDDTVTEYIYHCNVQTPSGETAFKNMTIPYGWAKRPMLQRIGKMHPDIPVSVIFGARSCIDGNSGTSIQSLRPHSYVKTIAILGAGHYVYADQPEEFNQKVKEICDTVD
TROY signal inh = inhibitors of TROY-driven NF-kB signaling, primary screen, Q293 LMP1-TROYcd cells, NF-kB luciferase, uHTS. Q293 LMP1-TROYcd NF-kB luciferase reporter, 4 h. inhibition, % at 10 µM. 360,000 compounds, 0.98% hits;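 active means compounds whose plate-normalised and pattern-corrected inhibition of the luciferase reporter signal at the single screening dose is 50% or more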
NOD2 RIPK2 PPI = NOD2-RIPK2 binding disruptors in cells, primary screen, fluorescence, CHO cells, BLA complementation; CCF4 ratio; inhibition, % at 4.98 µM; 360,000 compounds, 0.38% hits; AID 624267, 2012; in the data active means inhibition above about 21%;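 further: 0% = vehicle only and 100% = reference blocker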
SRC3 inh = SRC3 coactivator transcriptional activity inhibitors, primary screen, cell-based, luminescence. Nuclear receptor coactivator 3 (Homo sapiens), Q9Y6Q9. HEK293 GAL4-SRC3 luciferase reporter. inhibition, % at 3.6 µM. 360,000 compounds, 0.17% hits;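 active means inhibition above a per-campaign cutoff, the mean of all compounds plus 3 SD, cut at about 60% in these data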;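 further: 0% = DMSO-treated cells and 100% = gossypol-treated cells at 36 µM; higher means less SRC3-driven luciferase light from the GAL4 reporter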
TWEAK Fn14 block = inhibitors of TWEAK-Fn14 signaling, primary screen, luciferase reporter cells, uHTS. TWEAK-stimulated Fn14 reporter cells, luciferase luminescence, 8 h. inhibition, % at 10 µM. 360,000 compounds, 2% hits. AID 1159606, 2016; in the data active means inhibition above about 50%
An asterisk follows results filed as active; ? = inconclusive; . = not tested or not shown. An excerpt, so the mix of outcomes need not match the whole.

Below each SMILES: SRC2 inh, NR2F2 inh, Exocytosis inh, NCOA1 inh, TLR9-MyD88 block, LRH-1 inv ag, ABHD5 PLIN5 PPI, TROY signal inh, NOD2 RIPK2 PPI, SRC3 inh, TWEAK Fn14 block
#1 CN1CCN(CC#CCC2(O)c3ccccc3-c3ccccc32)CC1
→ -10, -25, 8, -18, -12, 12, -5, 10, 8, -10, 8
#2 CCC(CO)Oc1cc(NCc2ccccc2C)c2ncn(C(C)C)c2c1 (stereo unspecified)
→ -6, 1, 3, -2, 2, 22, 3, -8, -6, -10, -5
#3 CC(C)(C)c1ccc(S(=O)(=O)NC(Cc2ccccc2)C(=O)O)cc1 (stereo unspecified)
→ 1, -1, -4, -28, 5, -4, -6, -1, 5, -10, -1
#4 CCOc1ccc(NC(=O)CN2CCN(CC(=O)Nc3ccc(F)cc3)CC2)cc1
→ 14, 14, -1, 5, -6, 20, 3, -5, -8, 12, 8
#5 O=C(CSc1nccc(=O)[nH]1)Nc1ccc(S(=O)(=O)N2CCOCC2)cc1
→ -19, 7, 0, -9, 4, 6, -10, 8, 1, 2, 6
#6 CN(CC(=O)NC(=O)Nc1ccccc1F)Cc1ccccc1
→ -27, -5, 4, -47, 9, -19, -6, -60, 10, 12, -32
#7 COC(=O)c1c(=O)n(O)c2ccc(OC)cc2[n+]1[O-]
→ ., ., 1, 9, 1, -9, -4, 6, -3, 11, -11
#8 Cc1c(NC(=O)CN2CCN(c3ccccc3)CC2)c(=O)n(-c2ccccc2)n1C
→ 21, -4, 0, 7, -3, 4, 0, 1, 13, -1, 4
#9 OCCC1CN(Cc2cnc(-c3cccc4ccccc34)nc2)CCN1C1CCCCC1 (stereo unspecified)
→ 12, -5, 1, -1, 3, 2, -4, 16, -9, 13, -1
#10 CC1=NN(c2ccccc2)C(=O)/C1=C/c1cn(C)c2ccccc12
→ 27, 23, -1, -6, 6, 8, -5, -29, 9, -3, -24
#11 Cc1ccccc1NS(=O)(=O)c1ccc2[nH]cc(C(=O)NCCCN3CCOCC3)c(=O)c2c1
→ -2, 2, -1, -9, -1, 17, 4, 4, -1, 9, -7
#12 CS(=O)(=O)N(CC(=O)NCCSC1CCCCC1)c1cccc(F)c1
→ -6, 11, ?, -3, 2, 10, 0, -2, 1, 0, 10
#13 Cc1ccc(Cn2ccc(NC(=O)c3cc(-c4ccc5c(c4)OCO5)on3)n2)cc1
→ ., ., -1, 2, 7, 8, -1, -16, 7, 15, -10
#14 O=C(CN1C(=O)NC2(CCCC2)C1=O)Nc1cccc(-c2nnc3n2CCCCC3)c1
→ 3, -1, -4, -21, -2, -15, 7, -2, -19, -18, 6
#15 COc1ccc(C(=O)Nc2ccc(S(=O)(=O)Nc3nccc(C)n3)cc2)cc1OC
→ -12, 8, 3, -3, -11, 5, -3, -9, -5, 9, -14
#16 CC(=O)Nc1ccc(C(=O)OCC(=O)Nc2ccc([N+](=O)[O-])cc2C(F)(F)F)cc1
→ -8, -9, 4, 5, -7, 21, -1, 2, 1, 3, 0
#17 COc1ccc(C(=O)C2CCCN(Cc3ccc4nonc4c3)C2)cc1OC (stereo unspecified)
→ -4, -8, 0, -15, -4, -2, -3, 10, 0, -4, -16
#18 Cc1ccc(Cl)cc1N1CCN(C(=O)C2CCN(S(=O)(=O)c3cnc[nH]3)CC2)CC1
→ 8, -10, 0, 19, -4, -2, 10, 4, 1, 11, -38
#19 CC(=O)c1nn(-c2cccc(Br)c2)cc1C(=O)c1ccc(Br)cc1
→ -15, 13, -3, -13, 0, -1, 5, -10, -1, 3, -16
#20 Cc1cc(C)c(S(=O)(=O)N2CCN(C(=O)C(C)Cn3nc(C)nc3C)CC2)c(C)c1 (stereo unspecified)
→ -13, 10, -3, -12, -6, 5, 11, -4, -3, 0, 6
#21 Cc1c(Cl)cnc(NC(=O)COC(=O)c2ccc3ncsc3c2)c1Cl
→ -21, -7, -3, -6, 4, 3, -6, -10, 2, -7, 24
#22 COCCCNC(=O)c1c[nH]c2ccc(S(=O)(=O)N3CCc4ccccc43)cc2c1=O
→ 3, 28, -1, 1, -8, 10, 3, 33, -11, 15, 11
#23 O=C(Nc1ccc(F)cc1)NC1(C(=O)NCc2cccs2)CCCCC1
→ 7, 7, -2, -20, 1, 4, -3, -16, -4, 3, -1
#24 Clc1ccc2c(N/N=C/c3ccccc3Br)ccnc2c1
→ 5, -14, 92*, 1, 4, -4, 1, -15, -5, -21, -106
#25 CCCCn1c(N)c(N(CCOC)C(=O)c2cnccn2)c(=O)[nH]c1=O
→ 4, 25, -3, -3, 7, -20, 3, 17, 6, -13, 4
#26 Cc1cccc(-c2nnc(SCc3cc(=O)[nH]c4ccccc34)n2C)c1
→ -55, -7, 1, 0, -15, 2, 2, -3, -4, -11, 9
#27 O=C(Cc1cccc(C(F)(F)F)c1)Nc1cc(S(=O)(=O)N2CCOCC2)ccc1N1CCCC1
→ 2, 0, -2, 6, 2, -5, -8, -10, 1, -3, 1
#28 Cc1ccc(CCN2CC(C(=O)NCCCN3CCC(C)CC3)CC2=O)cc1 (stereo unspecified)
→ 21, -38, 0, -3, -10, -16, -4, 2, 0, 8, 17
#29 CC(=O)NCc1ccc(S(=O)(=O)N2CCCN(C)CC2)cc1
→ 1, 13, -2, -9, -2, 6, 3, -2, 4, -18, 24
#30 CNc1ccc(C(=O)N2CCN(S(=O)(=O)c3ccc4c(c3)OCCCO4)CC2)cc1[N+](=O)[O-]
→ 0, 20, -7, -11, -6, -17, 5, -1, -13, -3, 7

Complete entries as entered above. Order of screens: SRC2 inh	NR2F2 inh	Exocytosis inh	NCOA1 inh	TLR9-MyD88 block	LRH-1 inv ag	ABHD5 PLIN5 PPI	TROY signal inh	NOD2 RIPK2 PPI	SRC3 inh	TWEAK Fn14 block
Results for Cc1cc(C)c(S(=O)(=O)N2CCN(C(=O)C(C)Cn3nc(C)nc3C)CC2)c(C)c1 (stereo unspecified) : -13	10	-3	-12	-6	5	11	-4	-3	0	6
Results for CC(=O)NCc1ccc(S(=O)(=O)N2CCCN(C)CC2)cc1 : 1	13	-2	-9	-2	6	3	-2	4	-18	24

(more compounds)
Below each SMILES: SRC2 inh, NR2F2 inh, Exocytosis inh, NCOA1 inh, TLR9-MyD88 block, LRH-1 inv ag, ABHD5 PLIN5 PPI, TROY signal inh, NOD2 RIPK2 PPI, SRC3 inh, TWEAK Fn14 block
#31 CN1CCN(CCCNC(=O)c2ccc(/C=C3\Sc4ccccc4N(Cc4ccccc4F)C3=O)cc2)CC1
→ -3, 13, 66*, 5, 15, 0, 33*, 34, 16, 13, -18
#32 CCC(c1nnnn1-c1ccc2c(c1)OCCO2)N1CCN(Cc2c(F)cccc2Cl)CC1 (stereo unspecified)
→ 0, -1, -6, ., ., -5, 0, 11, -2, ., 7
#33 COc1ccccc1CNC(=O)c1c(-c2ccccc2)nn(-c2ccccc2)c1C
→ 8, -15, 1, 3, 10, 1, 3, -3, 1, -13, 4
#34 CC1(C(=O)OCC(=O)Nc2ccc(Cl)cn2)CC1(Cl)Cl (stereo unspecified)
→ -5, -33, -3, -21, -2, -46, -5, -42, -11, -16, -11
#35 CCc1cccc(C)c1NC(=O)C1CN(S(=O)(=O)c2ccccc2)CCN1S(=O)(=O)c1ccccc1 (stereo unspecified)
→ -17, -1, -5, -3, -8, 22, 2, 3, 4, -2, 21
#36 Cc1cc(C)c(S(=O)(=O)c2ccccc2C)c(Oc2ccccc2)n1
→ -43, 8, -3, -7, 0, -14, -6, -19, -9, 12, -24
#37 Nc1c(C(=O)OCC(=O)Nc2ccc(OC(F)F)cc2)[nH]c(=O)[nH]c1=O
→ -35, 14, -1, -11, 2, -1, -17, 4, -2, 10, 6
#38 Cc1ccc(C(=O)COC(=O)COc2ccc(C)c(C)c2)cc1
→ -9, -21, -1, -3, -3, 4, -3, -1, 7, -53, 2
#39 CSc1nnc(C)c(=O)n1COC(=O)/C=C/c1ccc2c(c1)OCO2
→ -33, -8, 0, 1, 4, 5, 5, -5, -8, -22, 15
#40 CC(=O)Nc1ccc(-c2sc(Nc3ccccc3)n[n+]2C)cc1
→ -8, 2, -1, -1, -2, 11, -2, -3, -20, 1, -8
#41 O=[N+]([O-])c1ccc(CN2[C@H](COCc3ccccc3)[C@@H](N3CCCC3)CS2(=O)=O)cc1
→ -11, 4, -2, -28, ., 0, 2, 1, 11, 4, -13
#42 O=C(C/C=N/OCc1c(Cl)cccc1Cl)c1ccccc1
→ -27, -26, -1, -20, 0, -37, -4, -13, 1, -17, 0
#43 CCOC(=O)c1c(C)[nH]c(C(=O)OCC(=O)N(CC(C)C)c2c(N)n(Cc3ccccc3)c(=O)[nH]c2=O)c1C
→ 21, 12, 1, -12, 4, -20, -14, 13, 0, -3, 7
#44 Cc1cc(C)cc(C(=O)Nc2nc3ccccc3[nH]2)c1
→ -53, -40, -15, -55, -15, -109, 3, -33, -8, -50, -13
#45 O=C(CCSc1ccccn1)Nc1ccc(Br)cc1
→ -36, -59, -3, -73, -15, -141, 1, -102, -2, -74, 28
#46 CC(C)(O)C#Cc1ccc(CN2CCN(C3CCCCC3)C(CCO)C2)cc1 (stereo unspecified)
→ -12, 14, 4, 9, 6, 5, 5, -1, -5, 2, 5
#47 CC(=O)Nc1ccc(NC(=O)c2c(-c3ccccc3Cl)noc2C)cc1
→ -40, -14, -2, 8, 4, -15, 5, 11, -5, 3, 28
#48 CCC(C(=O)O)N1C(=O)C2CCCCC2C1=O (stereo unspecified)
→ -1, -24, -6, 8, -4, 14, -4, -6, 1, 3, -1
#49 CN1C(=O)c2ccc(NC(=O)c3ccc(N4CCCCC4)c([N+](=O)[O-])c3)cc2C1=O
→ -9, -15, -4, -27, -6, 9, -3, 6, 2, 7, 44
